Assay outcomes from PubChem BioAssay.
PfM18AAP inh = PfM18AAP enzyme inhibition | recombinant PfM18AAP, H-Glu-NHMec fluorogenic cleavage | inhibition, % at 7.35 µM | 1.2% of 290,000 active;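 active = inhibition above the campaign mean inhibition over all tested compounds plus 3 SD, cut at about 28% in these data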;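 also: 0% = plate median of test compound wells and 100% = 2 mM ZnCl2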
PHOSPHO1 block = blocks human PHOSPHO1 phosphatase activity; 1.1% of 290,000 active; inhibition, % at 13.3 µM; recombinant PHOSPHO1, absorbance phosphatase assay; AID 1565; Q8TCT1; in the data active = inhibition above about 60%
IDE cell inh = inhibitors of human insulin-degrading enzyme in cells; P14735; HEK cells, FAbetaB cleavage, fluorescence polarization; inhibition, % at 5.59 µM; 0.41% of 320,000 active; AID 434962;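 active = percent inhibition above the average of all tested compounds plus 3 SD, set per screening campaign, cut at about 16% in these data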;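 also: IDE supplied by intact live HEK cells; FP after avidin binding of uncleaved biotin substrate so inhibition keeps polarization high; 0% = DMSO wells and 100% = 60 µM reference IDE inhibitor Ii1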
Target sequence (P14735 whole entry, looked up): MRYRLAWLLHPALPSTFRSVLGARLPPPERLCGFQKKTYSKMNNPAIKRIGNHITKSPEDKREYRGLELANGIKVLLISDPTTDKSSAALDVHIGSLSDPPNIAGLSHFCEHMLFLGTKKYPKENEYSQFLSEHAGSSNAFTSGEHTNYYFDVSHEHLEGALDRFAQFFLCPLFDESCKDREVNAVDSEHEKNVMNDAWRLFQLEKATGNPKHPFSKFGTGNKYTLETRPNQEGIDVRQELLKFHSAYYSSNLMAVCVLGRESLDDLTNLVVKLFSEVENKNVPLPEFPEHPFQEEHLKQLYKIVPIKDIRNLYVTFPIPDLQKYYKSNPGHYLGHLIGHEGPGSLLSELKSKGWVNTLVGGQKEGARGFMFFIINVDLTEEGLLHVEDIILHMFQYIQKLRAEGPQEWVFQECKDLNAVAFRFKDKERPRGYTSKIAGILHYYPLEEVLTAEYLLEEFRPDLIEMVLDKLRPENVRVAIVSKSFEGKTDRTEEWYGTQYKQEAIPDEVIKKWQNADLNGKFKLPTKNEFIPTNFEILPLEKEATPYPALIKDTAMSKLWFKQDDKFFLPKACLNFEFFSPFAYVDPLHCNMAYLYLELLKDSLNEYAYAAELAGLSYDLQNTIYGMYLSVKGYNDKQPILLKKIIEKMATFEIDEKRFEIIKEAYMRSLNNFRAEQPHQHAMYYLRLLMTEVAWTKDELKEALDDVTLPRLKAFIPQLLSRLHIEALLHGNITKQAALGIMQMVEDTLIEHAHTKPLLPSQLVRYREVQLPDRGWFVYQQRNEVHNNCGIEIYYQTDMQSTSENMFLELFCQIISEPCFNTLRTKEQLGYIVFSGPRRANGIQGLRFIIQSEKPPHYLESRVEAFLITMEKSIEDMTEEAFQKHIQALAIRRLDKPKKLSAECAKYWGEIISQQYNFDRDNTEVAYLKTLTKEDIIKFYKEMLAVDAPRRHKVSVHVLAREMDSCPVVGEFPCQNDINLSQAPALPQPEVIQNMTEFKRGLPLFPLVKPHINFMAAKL
p-CIP stab down = lowers stability of the mouse p/CIP coactivator protein | 0.01% of 290,000 active | Q05BA5 | decrease of EGFP signal, % at 10 µM | F442A p/CIP-EGFP cells, EGFP fluorescence, 16 h | AID 1984;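 active = EGFP signal decrease of at least 30% at 10 µM or well 3 SD below plate mean, unless failing retest; inactive = the rest, including hits failing retest or dose response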; also: some compounds called inactive have numbers as strong as hits; many of its hits are not listed in these tables
IMP-1 inhibitor = inhibitors of Pseudomonas aeruginosa IMP-1 metallo-beta-lactamase; AID 1556; inhibition, % at 5.6 µM; 0.45% of 290,000 active; purified IMP-1, nitrocefin hydrolysis, epi-absorbance fluorescence;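 active = inhibition above the mean plus 3 SD of all compounds in the same screening run, cut at about 4.5% in these data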;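 also: 0% = IMP-1 with DMSO and 100% = DMSO wells lacking enzyme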
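assay system = purified recombinant IMP-1 metallo-beta-lactamase enzyme | schedule = 15 min preincubation plus 25 min reaction at 25 °C | signal = Epi-absorbance fluorescence, 480 nm excitation, 530 nm emission | read-out basis = percent inhibition from optical density relative to buffer-blank wells | controls = IMP-1 with DMSO as 0%, enzyme-free DMSO as 100%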
NALP1 yeast inh = blocks the NALP1 inflammasome reconstituted in yeast. 0.61% of 280,000 active. inhibition, % at 10 µM. S. cerevisiae NALP1/ASC/caspase-1 growth, X-gal OD620, 72 h; in the data active = inhibition mostly above about 24%, no sharp cut-off; inactive = mostly below about 32%; also: some compounds called inactive have numbers as strong as hits
GPR7 antagonist = antagonists of human GPR7 (neuropeptides B/W receptor 1); GPR7-expressing cells, fluorescence antagonist assay; 1.1% of 290,000 active; P48145; inhibition, % at 4.4 µM; in the data active = inhibition above about 16%, passing the limit was not always enough;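 also: cells stimulated with the agonist NPW; 0% = agonist with vehicle and 100% = vehicle without agonist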
VIM-2 inh = blocks Pseudomonas aeruginosa VIM-2 metallo-beta-lactamase. purified VIM-2, nitrocefin hydrolysis, epi-absorbance fluorescence. inhibition, % at 5.6 µM. 0.89% of 290,000 active;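 active = inhibition above the mean of all tested compounds plus 3 SD, cutoff set per screening run, cut at about 7.5% in these data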;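 also: red hydrolysis product quenches plate fluorescence so inhibitors raise well fluorescence; 0% = enzyme with DMSO and 100% = DMSO without enzyme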
IDE act = activators of human insulin-degrading enzyme in cells. P14735. activation, % at 5.96 µM. HEK cells, FAbeta-B cleavage, fluorescence polarization; 0% vehicle, 100% cell-free pure enzyme wells. 0.073% of 340,000 active;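 active = activation above the mean of all tested compounds plus 3 SD, set per screening campaign, cut at about 17% in these data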
Numbers without * were called inactive; . = no result given; & = joins results of further samples. Rows are unselected (roughly 5.3% active in at least one column).

SMILES	PfM18AAP inh	PHOSPHO1 block	IDE cell inh	p-CIP stab down	IMP-1 inhibitor	NALP1 yeast inh	GPR7 antagonist	VIM-2 inh	IDE act
CC1CC(C)CN(C(=O)Cn2c(=O)c3cccn3c3cccnc32)C1 (centres undefined)	0	42	3	-4	-2.0	9	-6	0.1	3
CC1CCN(S(=O)(=O)c2ccc3c(c2)N(CC(=O)NCc2cccnc2)C(=O)CS3)CC1	12	-5	10	8	2.5	13	3	1.0	3
C#CCNC(=O)C1=C[C@H](c2cn(C(C)=O)c3ccccc23)[C@@H](CCCO)[C@H](OCC)O1	-4	9	-5	-9	-1.7	2	-8	-1.8	-5
COc1ccc2nc3sc(C(=O)N4CCN(C)CC4)cc3cc2c1	-5	-27	5	0	-0.8	5	5	1.2	3
CCc1ccc(CN(C)C(=O)c2cc(COc3c(F)cccc3F)on2)cc1	0	32	-1	-14	-2.6	8	1	-1.7	1
CN(c1ccccc1)S(=O)(=O)c1ccc(C(=O)OCC(=O)N2CCOCC2)cc1	3	24	0	-10	-2.0	-4	-6	-2.5	-2
COc1ccc(NC(C)=O)cc1S(=O)(=O)Nc1ccc(OCc2ccccc2)cc1	-1	32	-2	-9	-1.2	10	7	-3.4	5
Cc1cc(C)c(S(=O)(=O)c2ccccc2Cl)c(Cl)n1	-18	-17	5	-2	-3.3	1	-2	0.2	.
Cc1sc2ncnc(OCC(=O)NC(C)C(C)C)c2c1C (centres undefined)	2	30	3	8	-1.7	-6	-14	-1.7	0
O=C(NCc1ccc2c(c1)OCO2)c1ccc(CS(=O)(=O)c2ccc(Br)cc2)o1	-5	7	2	-4	0.0	-28	2	-2.2	4
O=C(N/N=C/c1ccccc1O)C1(O)c2ccccc2-c2ccccc21	-1	4	3	-2	-2.8	-4	-3	-6.3	4
Cc1cccc(C(=O)NNC(=O)c2ccc(NC(=O)C(C)(C)C)cc2)c1	3	.	5	-3	-3.1	-12	-7	-3.4	0
O=C1N(Cc2ccc3c(c2)OCO3)c2ccccc2C1(O)c1c[nH]c2ccccc12 (centres undefined)	-4	2	1	1	0.8	2	-2	-2.8	2
O=C(CN(C(=O)c1csnn1)c1ccc(F)c(Cl)c1)NCc1ccc(F)cc1	-2	6	5	9	-2.0	13	0	-2.9	3
COc1ccc(NC(=O)CSc2nnc(C3CCCCC3)n2N)c(OC)c1	0	22	6	-6	-1.9	11	-3	-2.3	-5
CCOc1ccc(C(C)NC(=O)Nc2ccc(F)cc2F)cc1 (centres undefined)	-9	43	0	2	-0.2	-5	-12	-1.6	1
Clc1ccccc1OCCCn1ccnc1	-7	19	-4	10	-0.5	0	-13	-0.3	3
O=C(CSc1nnc(-c2ccc3c(c2)OCO3)o1)Nc1ncc(Cl)cc1Cl	9	3	3	8	-4.9	9	-7	-5.3	-1
CC(Oc1ccccc1)C(=O)NNC(=O)c1cccs1 (centres undefined)	-1	8	-1	8	-4.2	17	-10	-2.1	6
CCCS(=O)(=O)N1CCCC(C(=O)NC(C)c2ccc3c(c2)OCCO3)C1 (centres undefined)	10	4	5	-9	-4.6	-2	-9	-6.9	1
CC1C(=O)N2CCCc3cc(S(=O)(=O)N4CCN(c5ccc(F)cc5)CC4)cc1c32 (centres undefined)	-6	40	-10	-7	-1.4	3	-7	-1.9	5
CCc1ccccc1NC(=O)C1CCN(C(=O)N2CCOc3ccccc32)CC1	12	10	-1	-11	-6.4	0	-6	-2.5	-2
COc1ccc(C)cc1NC(=O)C1CCCN(S(=O)(=O)c2cccnc2)C1 (centres undefined)	-4	27	3	-8	-1.0	16	0	-3.7	1
Cc1ccc(NC(=O)c2sc3ccccc3c2Cl)nc1	6	-27	1	9	-2.1	-1	-5	-5.1	0
O=C(COC(=O)CCCOc1ccc(Cl)cc1Cl)NCc1ccc(F)cc1	-4	-3	-3	0	-0.7	20	1	-1.7	1
CC(CNC(=O)CCn1c(=O)c2cccn2c2ccc(F)cc21)c1ccccc1 (centres undefined)	0	9	9	-6	-3.1	5	12	-1.3	4
COCCNC(=O)CCCn1c(=O)c2cc(OC)c(OC)cc2n(CC(=O)Nc2ccccc2OC)c1=O	2	8	-4	4	-2.3	2	-11	-2.7	6
CCCN(CCC)CCNC(=O)c1cc2c(-c3ccccc3F)nn(C)c2s1	-5	33	0	4	-0.9	11	-5	4.8	5
Cc1ccccc1Nc1nc(N)nc(CCl)n1	6	16	-1	-5	-2.8	-3	-6	-3.1	9
Cc1c(Cl)ccc2c(C(=O)NCCCn3nccc3C)cc(-c3ccccn3)nc12	5	-23	0	11	-3.7	6	-6	-2.1	5
Cc1ccc(CNC(=O)C2CCC(=O)N(C3CC3)C2)cc1 (centres undefined)	-11	46	-7	2	-2.2	12	-10	-0.9	0
COc1ccc(/C(C)=N/Nc2cc(C(F)(F)F)ccc2Cl)c(OC)c1	14	-11	2	1	-0.7	28	-9	-0.6	.
Cc1cc(C(=O)N/N=C/c2sccc2C)no1	3	-7	-1	-3	-1.6	12	-9	-4.4	0
Cc1ccc(NC(=S)N=Nc2c(O)[nH]c3ccccc23)cc1	7	0	6	4	-2.6	12	0	-4.3	-1
O=C(Nc1ccccc1-c1nnc(SCc2ccc(Cl)cc2Cl)o1)c1ccccc1	1	-12	2	5	-4.1	8	-3	-5.6	5
Nn1cnc2cc3ccccc3cc2c1=O	-2	13	2	0	0.0	27	-6	-0.1	-1

A second format for some results above:
> CCCN(CCC)CCNC(=O)c1cc2c(-c3ccccc3F)nn(C)c2s1
  PfM18AAP inh: -5; PHOSPHO1 block: 33; IDE cell inh: 0; p-CIP stab down: 4; IMP-1 inhibitor: -0.9; NALP1 yeast inh: 11; GPR7 antagonist: -5; VIM-2 inh: 4.8; IDE act: 5

> Cc1ccccc1Nc1nc(N)nc(CCl)n1
  PfM18AAP inh: 6; PHOSPHO1 block: 16; IDE cell inh: -1; p-CIP stab down: -5; IMP-1 inhibitor: -2.8; NALP1 yeast inh: -3; GPR7 antagonist: -6; VIM-2 inh: -3.1; IDE act: 9

Following part:
SMILES	PfM18AAP inh	PHOSPHO1 block	IDE cell inh	p-CIP stab down	IMP-1 inhibitor	NALP1 yeast inh	GPR7 antagonist	VIM-2 inh	IDE act
CCc1nn(C)c2c(=O)c(=O)c2n(C)[nH]1	6	47	2	-22	-3.3	.	0	-3.4	10
CCOC(=O)c1cnc(SCC(=O)Nc2ccccc2N2CCOCC2)nc1N	-1	.	.	.	-3.6	.	-5	0.3	.
CC(NC(=O)c1cccs1)C(c1cccs1)N1CCOCC1 (centres undefined)	4	-2	0	8	-2.4	-121	2	-2.4	-2
CCn1c(C)c(C(C)=O)c(N2CCN(c3ccccc3)CC2)nc1=S	15	30	2	-22	6.6*	5	-7	2.1	3
O=C(O)CCCCCN1C(=O)CSC1=S	-20	34	12	-20	0.7	-7	-9	2.9	4
CN1C(=O)/C(=C/c2ccccc2OCc2ccc(F)cc2)N(C)C1=S	-5	-9	3	-10	-5.3	16	-7	-4.1	2
CC1/C(=N/O)CC(c2ccccc2)N(C)C1c1ccccc1 (centres undefined)	-16	-20	0	4	0.9	1	-4	2.2	6
O=C(/C=C/c1cccnc1)c1ccc(F)c(F)c1	15	22	3	-8	-2.2	20	6	1.1	-3
N#C/C(=C(/O)COc1ccc(Cl)cc1)c1nc2ccccc2s1	3	47	0	-6	-2.6	-8	-12	-2.3	2
CCOC(=O)N1CCC(N(CCCOC)C(=O)Nc2ccc(CC)cc2)CC1	-1	13	1	9	-2.0	.	16	0.2	7
Cc1ccc(CNC(=O)c2oc3ccc(S(=O)(=O)N4CCC5(CC4)OCCO5)cc3c2C)cc1	3	10	10	-7	-1.9	42	0	-4.3	-3
Cc1c(CN2CCCCC2C)c(=O)n(-c2ccccc2)n1C (centres undefined)	-7	-30	1	-7	-3.8	8	3	-1.9	2
COC(=O)c1ccc(CN2CCN(C3CCCCC3)C(CCO)C2)cc1 (centres undefined)	-1	27	0	1	-1.9	-3	-5	-1.7	0
CCCNS(=O)(=O)c1ccc(CCC(=O)N2CCOCC2)cc1	-2	15	-3	-2	-4.8	4	-11	-1.1	6
COc1ccc(CCNC(=O)C(C)n2nc(C)n3c(cc4occc43)c2=O)cc1OC (centres undefined)	4	32	0	9	4.1	13	1	-0.6	3
Cc1cccc(NC(=S)N/C(=N/S(=O)(=O)c2ccccc2)c2ccccc2)c1	-20	38	-2	1	-2.9	6	-13	-2.7	1&3
O=C(NCCCCc1ccccc1)C1CC(c2cccc([N+](=O)[O-])c2)=NO1 (centres undefined)	-7	1	3	-2	-2.5	2	5	0.1	3
CCNc1nc2c(c(=O)n(C)c(=O)n2C)n1Cc1ccc(Cl)cc1	3	31	2	-30	-0.4	24	5	0.5	2
CNS(=O)(=O)c1cc(NC(=O)CCCNC(=O)c2ccc(Cl)cc2)ccc1C	2	6	1	-11	-2.3	10	-5	-0.8	5
O=C(Nc1cccc(C(F)(F)F)c1)c1n[nH]c(Cn2cncn2)n1	-2	32	8	-7	-1.4	-11	-19	-3.9	2
Cc1cc(C)nc(N(C#N)Cc2ccc(Br)cc2)n1	-7	9	-1	-6	-2.8	10	-12	-0.9	5
COc1ccc(S(=O)(=O)N2CCC(C(=O)NCc3ccco3)CC2)cc1C	1	28	-2	-4	-2.5	14	-4	-3.4	-2
O=C(Nc1cc(C(F)(F)F)ccc1Cl)c1cc2nc3c(c(C(F)(F)F)n2n1)CCCC3	5	10	1	3	-3.6	17	3	-8.1	3
Cc1cc(=O)[nH]c(SCC2COC3(CCCCC3)O2)n1 (centres undefined)	-1	28	3	7	-5.9	8	-10	-4.5	-6
Cc1ccc(C(=O)Nc2nccs2)cc1S(=O)(=O)N1CCCCC1	2	20	1	2	-2.7	1	-8	-2.1	-3
Cc1ccc(NC(=S)N2CCSC2c2cccs2)cc1 (centres undefined)	5	-26	4	-8	-1.1	13	-1	-1.6	1
COc1ccc(Oc2cc(NN3CCCCC3)c([N+](=O)[O-])cc2[N+](=O)[O-])cc1OC	1	-2	1	-2	-2.5	14	-10	-2.6	2
Cc1ccc(/C=N/NC(=O)c2cc(C3CC3)nc3ccccc23)o1	0	7	0	7	-2.7	28	-4	-2.4	3
O=C(Cn1cnc2ccccc2c1=O)N/N=C/c1ccc(Br)cc1	-4	32	1	-2	-2.2	3	-7	-2.5	.
CC(C)(C)c1ccc(/C=C/C(=O)Nc2nncs2)cc1	1	-10	0	-7	-3.5	24	-7	-2.8	0
O=C(NCc1ccccc1)C1CC2CCCC(C1)C2=O (centres undefined)	-3	-31	7	3	-5.4	6	-5	-0.5	0
Cn1c(CCc2ccccc2)nnc1SCC(N)=O	4	.	1	2	-2.3	18	-6	-0.5	4
CCCC(CCC(=O)NC1CCCCC1)C(=O)O (centres undefined)	3	14	2	-6	-4.0	-4	-13	-2.0	1
CC(C)S(=O)(=O)c1csc(NC(=O)Nc2cc(Cl)ccc2Cl)c1Cl	-6	46	6	-12	-1.2	-1	-14	-1.8	1
CC(=O)Nc1ccc(NC(=O)CCC(=O)OCC(=O)c2ccc(C)c([N+](=O)[O-])c2)cc1	-8	-4	-2	2	-2.3	28	-17	2.4	0
